Bioassay records deposited in PubChem BioAssay by several laboratories.
Rtt109 HAT inh = inhibitors of C. albicans Rtt109/Vps75 HAT, primary screen, biochemical, ThioGlo CoA-SH fluorescence, plate reader; Histone acetyltransferase RTT109 (Candida albicans (strain SC5314 / ATCC MYA-2876)), …; 330,000 tested, 0.16% active; inhibition, % at 34.9 µM; purified Rtt109/Vps75, 4 h;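 active means inhibition of at least 50% in every replicate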
Target sequence (Q5AAJ8 whole entry, looked up): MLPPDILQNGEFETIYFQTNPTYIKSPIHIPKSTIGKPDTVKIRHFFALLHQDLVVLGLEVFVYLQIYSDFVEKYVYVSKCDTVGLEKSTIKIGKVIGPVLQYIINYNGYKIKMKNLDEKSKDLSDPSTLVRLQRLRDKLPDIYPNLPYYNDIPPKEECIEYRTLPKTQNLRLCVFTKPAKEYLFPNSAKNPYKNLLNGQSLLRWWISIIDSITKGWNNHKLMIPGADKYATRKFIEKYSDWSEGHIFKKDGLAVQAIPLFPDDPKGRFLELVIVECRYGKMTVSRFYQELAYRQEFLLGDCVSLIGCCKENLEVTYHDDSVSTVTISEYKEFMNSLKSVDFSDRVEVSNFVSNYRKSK
HTR5A ag ctr = HTR5A agonists in luminescence cell assay, primary screen, counter-screen for OPRM1-OPRD1 heterodimer agonist project, full-deck HTS. 5-hydroxytryptamine receptor 5A (Homo sapiens), P47898. cell-based. activation, % at 9.3 µM. 340,000 tested, 0.61% active; in the data active means activation mostly above about 9.5%, no sharp cut-off; inactive means mostly below about 7.6%;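 further: 0% = cells with vehicle only and 100% = reference agonist; strong numbers were not always called active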
Target sequence (P47898 whole entry, looked up): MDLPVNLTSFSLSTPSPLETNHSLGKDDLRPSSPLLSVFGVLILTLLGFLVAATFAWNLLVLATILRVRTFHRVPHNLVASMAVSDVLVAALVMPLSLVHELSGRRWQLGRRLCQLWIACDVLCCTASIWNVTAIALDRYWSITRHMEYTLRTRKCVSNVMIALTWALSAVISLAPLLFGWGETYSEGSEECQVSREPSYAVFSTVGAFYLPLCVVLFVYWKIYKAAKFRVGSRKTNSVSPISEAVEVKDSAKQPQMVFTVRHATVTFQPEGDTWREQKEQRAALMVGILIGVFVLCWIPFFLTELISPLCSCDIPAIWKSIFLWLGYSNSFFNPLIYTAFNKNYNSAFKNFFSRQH
SR-BI HDL uptake = inhibitors of SR-BI mediated HDL lipid uptake, primary screen, ldlA[mSR-BI] cells, fluorescence, single point; Scavenger receptor class B member 1 (Mus musculus), Q61009; ldlA[mSR-BI] CHO cells, DiI-HDL uptake fluorescence, 3 h; inhibition, % at 12.5 µM; 320,000 tested, 0.96% active; AID 488896, 2010;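 active means mean replicate inhibition of at least 70% and a set share of replicates each scoring 70 or more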;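 further: 0% = median of neutral control wells and 100% = median of positive control wells; values of inactives mirror those of a sister screen read the other way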
SR-BI DiI-HDL act = activators of SR-BI mediated DiI-HDL uptake, primary screen, ldlA[mSR-BI] CHO cells, DiI fluorescence; 3 h; 100 = double the neutral-control signal; activation, % at 12.5 µM; 320,000 tested, 0.096% active; AID 504775, 2011;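 active means mean replicate activation of at least 60% and every replicate at or above 60%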;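 further: 0% = median plate neutral-control signal and 100% = twice that signal; values of inactives mirror those of a sister screen read the other way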
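Material – SR-BI-overexpressing, LDLR-lacking CHO cells · Medium – BSA-supplemented, HEPES-buffered Ham's F12, pH 7.4 · Doses – single concentration · Times – compound with DiI-HDL co-incubation, 3 h at 37 °C · Measured by – bottom-read fluorescence, 550/595 nm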
RTF Ca sens act = cardiac RTF calcium sensitivity activators, primary screen, biochemical, IANBD-TnC fluorescence, EC20 calcium | 340,000 tested, 0.24% active | activation, % at 7.2 µM | IANBD-labeled TnC RTF fluorescence at EC20 calcium; 0% EC20 calcium, 100% full calcium;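 active means activation above the mean over all tested compounds plus 3 SD, cut at about 30% in these data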;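 further: rise in fluorescence read as greater calcium sensitivity of cardiac thin filaments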
Wnt bcat act = Wnt/beta-catenin pathway activators, primary screen, cell-based, plate reader, single point; Wnt/beta-catenin reporter cell assay, activator; activation, % at 9.35 µM; 300,000 tested, 1.2% active; in the data active means activation above about 30%, passing the limit was not always enough;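 further: 0% = neutral control wells and 100% = positive control wells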
MITF act = activators of MITF-driven TRPM1 promoter reporter, primary screen, cell-based, SK-MEL-5, luciferase, single point. activation, % at 12.5 µM. SK-MEL-5 TRPM1-promoter luciferase, 24 h; % of positive control, neutral wells = 0. 300,000 tested, 0.75% active;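 active means mean activation of at least 80% with every replicate also reaching 80%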;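 further: 0% = neutral control wells and 100% = parthenolide positive control wells; values of inactives mirror those of a sister screen read the other way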
PvdQ acylase = P. aeruginosa PvdQ acylase inhibitors, primary screen, biochemical, fluorescence, plate reader and imaging, single point; PvdQ acylase [Pseudomonas aeruginosa LESB58]; purified PvdQ acylase; inhibition, % at 10 µM; 340,000 tested, 0.063% active; in the data active means inhibition above about 30%, passing the limit was not always enough;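 further: 0% = vehicle neutral wells and 100% = reference inhibitor wells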
dFosB activator = activators of delta FosB homodimer, primary screen, biochemical, fluorescence polarization, TAMRA-CDK5 oligo, single point. Protein FosB (Mus musculus), P13346. purified delta FosB; percent of positive-control signal above neutral wells. activation, % at 25 µM. 340,000 tested, 0.99% active. AID 493131, 2011;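 active means mean activation above about 17%, with every replicate also reaching it, limit read from the data, passing the limit was not always enough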;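 further: fluorescence polarization rise as delta FosB binds a TAMRA Cdk5 AP-1 oligo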
Target sequence (P13346 whole entry, looked up): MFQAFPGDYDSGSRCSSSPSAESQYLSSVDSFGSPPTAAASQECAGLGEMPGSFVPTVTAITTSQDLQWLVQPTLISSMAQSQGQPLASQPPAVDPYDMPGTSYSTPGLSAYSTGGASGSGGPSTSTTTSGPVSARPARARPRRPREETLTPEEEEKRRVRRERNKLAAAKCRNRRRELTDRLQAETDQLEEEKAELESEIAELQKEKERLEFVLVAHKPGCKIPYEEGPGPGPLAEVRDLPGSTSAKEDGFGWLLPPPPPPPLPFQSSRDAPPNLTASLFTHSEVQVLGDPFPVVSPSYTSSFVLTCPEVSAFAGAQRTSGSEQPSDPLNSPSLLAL
CDK5 p35 inh = inhibitors of human CDK5/p35 kinase, primary screen, biochemical, single concentration. Cyclin-dependent kinase 5 (Homo sapiens) + Cyclin-dependent kinase 5 activator 1 (Homo …. Recombinant CDK5/p35, ADP-Glo luminescence, 60 min. inhibition, % at 10 µM. 330,000 tested, 0.01% active. AID 488839, 2010;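 active means highest replicate inhibition of at least 50% and at least 75% of replicates reaching 50%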;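 further: plate controls were DMSO neutral control for no effect and GW8510 at 10 µM for full effect; many of its hits are not listed in these tables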
* hit, by the source's call; · = no result given.

Structure	CDK5 p35 inh	Wnt bcat act	Rtt109 HAT inh	SR-BI HDL uptake	HTR5A ag ctr	PvdQ acylase	dFosB activator	SR-BI DiI-HDL act	MITF act	RTF Ca sens act
CCOc1ccccc1N=C1SC(CC(=O)Nc2ccc(OC)cc2OC)C(=O)N1CCC1=CCCCC1 (stereo not drawn)	-0.2	0	-5	9	-1	-3	-9	-9	-6	0
Cc1ccc(C(C)C)c(OCC(=O)NN2C(=O)c3ccccc3C2=O)c1	-2.0	-1	1	-12	1	-3	2	12	·	-5
COc1ccc(OC)c(S(=O)(=O)N2CCN(CC(O)COc3ccccc3)CC2)c1 (stereo not drawn)	-1.0	-2	-6	21	3	3	-2	-21	-7	0
Cc1ccc(S(=O)(=O)N2CCOCC2)cc1C(=O)OCC(=O)NC1CCCC1	2.1	-2	3	5	0	-17	-5	-5	-6	5
C=CCOC(=O)C1=C[C@@H](c2ccc(C(F)(F)F)cc2)[C@H](CCCO)[C@@H](OCC)O1	-0.3	-5	7	-17	8	-15	-4	17	7	-1
O=C(Cn1c(=O)n(Cc2ccc3c(c2)OCO3)c(=O)c2ccccc21)N1CCCc2ccccc21	0.2	0	3	17	-1	3	-8	-17	·	-9
C/C(=N\NC(=O)c1ccncc1)c1cc2ccccc2o1	1.0	4	-2	-29	-1	4	-7	29	14	-5
O=C(COC(=O)CCc1c[nH]c(=O)[nH]1)Nc1ccccc1Cl	0.2	·	-7	-56	1	3	-2	56	·	8
Cc1onc(-c2ccccc2)c1C(=O)N1CCc2ccccc21	2.7	-3	5	-21	4	-16	-6	21	-3	6
CCOc1c2ccc(C(=O)NCc3ccco3)cc2nn1CC	-1.2	-3	-7	32	4	-20	-14	-32	7	4
Cc1cc(C(=O)NCc2ccc(S(N)(=O)=O)cc2)cs1	-0.6	-3	1	-16	1	-12	2	16	-2	0
Cc1ccc(NCC(=O)N/N=C/c2cccc(Oc3ccccc3)c2)cc1	0.0	-3	10	-3	2	3	-5	3	7	-6
O=C(C[C@@H]1C/C=C\C[C@H](Cc2ccc(F)cc2)C(=O)OCCNC1=O)N[C@H](CO)Cc1ccccc1	-0.8	-7	13	3	4	6	-4	-3	-11	-5
CCc1c(C)nc2c(-c3ccccc3)c(C)nn2c1Nc1ccc(NC(C)=O)cc1	0.2	-4	-1	38	·	1	1	-38	·	·
Cc1cc(C)nc(NC(=O)c2c(-c3ccccc3Cl)noc2C)c1	1.1	-4	-1	8	-1	2	-4	-8	-16	-6
O=C(Nc1ccncc1)C1CC(=O)N(Cc2ccccc2)C1 (stereo not drawn)	-0.3	0	-22	-5	3	-6	-10	5	-10	5
CC(=O)NCc1cn2c(C)csc2n1	0.4	0	-2	-46	-2	-5	1	46	-17	-5
COc1cccc(CNS(=O)(=O)c2ccc3c(c2)N(C(C)=O)CCO3)c1	·	-1	-7	-16	-3	-11	-6	16	6	-1
Cc1ccc(NC(=O)c2ccc(S(=O)(=O)NCc3ccco3)cc2)cc1	-0.1	2	21	31	2	12	2	-31	7	0
Cc1cc(C)c(O)c(-c2cc(C(=O)Nc3c(C)n(C)n(-c4ccccc4)c3=O)[nH]n2)c1	-2.1	0	5	·	1	3	0	·	3	-2
Clc1nc(Nc2ccccc2)nc(Nc2ccccc2)n1	-1.6	49*	50*	6	5	3	-5	-6	21	-1
Cc1ccccc1OCC(=O)NCCS(=O)(=O)N1CCN(c2ccc(F)cc2)CC1	0.6	-3	19	1	-2	5	-12	-1	-3	-3
CC(=O)N1c2ccc(S(=O)(=O)NCCC(=O)NCCc3ccc(C)cc3)cc2CC1C (stereo not drawn)	2.2	-3	8	0	-3	-3	2	0	-12	2
Cc1ccc(NC(=O)c2ccc3c(=O)n4c(nc3c2)CCCCC4)cc1F	1.2	-1	0	27	8	-16	-19	-27	13	14
COCCn1c(C)c(C)c(S(=O)(=O)c2ccccc2)c1N	-0.3	-2	0	-10	1	-14	-51	10	0	10
COc1ccccc1NC(=O)Cc1csc(N)n1	-2.1	-1	4	·	9	-10	-7	·	0	12
Cc1cc(NC(=O)c2cc(-c3ccc(C)s3)nc3ccccc23)no1	0.8	-2	7	20	12	19	-14	-20	16	-1
Cc1oc(C(=O)O)cc1COc1ccc2c3c(c(=O)oc2c1C)CCC3	2.1	-7	3	-8	4	23	-15	8	·	2
CCc1ccc(S(=O)(=O)Nc2ccccn2)cc1	0.4	6	-9	-13	4	-14	-1	13	-12	15
Clc1ccc2nc(C3CCN(Cc4nnnn4C4CCCCC4)CC3)[nH]c2c1	-3.5	-14	32	-12	2	3	-2	12	·	-3
COc1ccc(C2CC(=O)Oc3cc(O)ccc32)cc1 (stereo not drawn)	0.3	-1	-7	23	1	4	6	-23	-5	-3
Cc1cc(NC(=O)CSc2nc(=O)cc(N)n2-c2ccc(Cl)cc2)no1	-1.8	0	5	-17	-1	-19	-14	17	2	0
CC(C)c1ccccc1NS(=O)(=O)N(C)C	-0.5	-2	-3	-1	1	-29	6	1	-8	5
COC(=O)c1ccc(NC(=O)C2C3CCC(C3)C2C(=O)O)cc1 (stereo not drawn)	-0.9	·	-8	-6	0	1	-7	6	-1	-3
Cc1cccc(NC(=O)CCC(=O)NCCO)c1	-0.6	-6	3	-19	-4	-9	-1	19	·	-1
COc1cc(C(C)=O)ccc1Oc1cc(NN2CCCCC2)c([N+](=O)[O-])cc1[N+](=O)[O-]	-1.4	2	3	39	0	-3	-3	-39	-1	2
COc1ccc(OC)c(NC(=S)N2CCN(C(=O)C3CCCO3)CC2)c1 (stereo not drawn)	-0.5	-1	-4	21	3	-3	-8	-21	-17	-1
c1ccc2c(c1)NCC1CCCN21 (stereo not drawn)	-0.5	-2	-4	12	-1	0	-12	-12	-22	0
CCOc1ccc(S(=O)(=O)N2CCCC(C(=O)N3CCOCC3)C2)cc1 (stereo not drawn)	-3.6	-2	-1	-20	6	-9	-2	20	2	12
COc1cccc(NC(=O)C2CCN(S(C)(=O)=O)CC2)c1	-0.8	·	7	-10	0	-8	-11	10	-10	2
Nc1nc(C23CC4CC(CC(C4)C2)C3)[nH]c(=O)n1	-6.1	-1	-10	-31	2	-18	-7	31	·	1
O=[n+]1c2c(n([O-])c3cc(Cl)ccc31)CCCC2	-0.1	·	1	-31	-3	0	1	31	2	2
CCN(c1ccccc1)S(=O)(=O)c1cc(C(=O)NCc2ccco2)ccc1C	-7.4	-1	-1	7	1	-10	-16	-7	8	1
O=C(N/N=C/c1ccc[nH]1)c1ccc(COc2cccc3cccnc23)cc1	-0.2	-7	-11	60	-3	-2	-10	-60	-47	3
Cc1cccc(C)c1OCc1cc(C(=O)NC2CCC(O)CC2)no1 (stereo not drawn)	0.9	-3	0	5	0	3	-8	-5	3	-4
CC(O)CSc1nc2c(c(=O)[nH]c(=O)n2C)n1CC(O)COc1ccccc1 (stereo not drawn)	2.5	-2	-5	13	2	-14	-8	-13	6	-3
Cc1ccc2[nH]c(C)c(/C=N/Nc3nc4ccccc4s3)c2c1	-0.1	8	1	122*	20*	1	-6	-122	·	1
Cn1ccnc1C(=O)c1cc(SCC(=O)NC2CC2)nc2ccccc12	0.2	0	2	-7	0	-3	-2	7	-6	2
CCNS(=O)(=O)c1ccc(CCC(=O)N2CCN(c3ccccc3F)CC2)cc1	-0.6	-2	-4	12	7	-14	-3	-12	8	1
O=C1CC(c2cccs2)Sc2nc3ccccc3n21 (stereo not drawn)	0.1	·	4	·	0	-5	-7	·	6	-3

Further results
Structure	CDK5 p35 inh	Wnt bcat act	Rtt109 HAT inh	SR-BI HDL uptake	HTR5A ag ctr	PvdQ acylase	dFosB activator	SR-BI DiI-HDL act	MITF act	RTF Ca sens act
COc1ccc(CN2Cc3cccc4c3[C@@H](CC2=O)[C@H](O)[C@H](O)C4)cc1	0.9	2	-18	-2	1	-9	4	2	4	15
O=C(CSc1nc2[nH]ncc2c(=O)[nH]1)NCc1ccccc1	-1.8	0	-8	-10	0	-4	2	10	5	-3
COC(=O)c1nn(-c2ccccc2)c(=O)cc1Sc1ccc(Cl)cc1	0.5	-3	-5	-5	0	2	-3	5	-7	0
C/C(=N\NC(=O)c1cccs1)c1ccc(C(=O)O)s1	2.7	-1	-1	0	5	2	-3	0	-6	-2
O=C(CCn1c(=O)[nH]c2ccccc2c1=O)NCCCN1CCN(c2cccc(Cl)c2)CC1	-0.2	-2	5	-3	2	-7	2	3	4	-1
CNC(=S)N/N=C/c1c(C(=O)OC)cnn1-c1ccc(F)cc1F	0.1	5	14	-14	0	5	-9	14	·	-1
O=C(NS(=O)(=O)N1CCCC1)C1=C(N2CCCC2)COC1=O	-0.4	5	5	-14	2	-8	-8	14	-2	6
COC(=O)c1c[nH]n2c(=O)cc(C)nc12	-0.5	0	-5	-15	4	-6	2	15	2	0
Brc1ccc(-n2c(SCc3nc4ccccc4[nH]3)nnc2-c2ccncc2)cc1	3.2	·	5	-2	2	-3	-6	2	-2	1
O=C1CSC(=S)N1c1ccc(F)c(Cl)c1	0.6	-4	14	-20	-3	9	5	20	-1	-6
Cc1ccc(NC(=O)NNC(=O)c2ccc3c(c2)NC(=O)C(C)(C)O3)cc1	1.0	0	11	-6	3	-10	-2	6	-2	2
Cc1[nH]c(=O)[nH]c(=O)c1N1CCOCC1	-2.0	1	5	·	5	-15	-8	·	2	-3
CCc1ccc(NC(=O)NCCN2CCN(c3ccc(OC)cc3)CC2)cc1	-1.2	-1	-2	23	-3	-11	-13	-23	-9	3
CNc1ccc(Oc2nc([N+](=O)[O-])nn2C)cc1	-0.9	-1	1	-2	-1	-12	-1	2	-5	3
Cn1c(SC2=CS(=O)(=O)c3ccccc32)nc2ccccc21	-3.0	-7	2	-11	0	-6	-2	11	-64	0
COc1ccc2c(c1)OC[C@H]1[C@H]2N2C(=O)c3ccc(F)cc3NC(=O)[C@@]2(C)[C@H]1c1ccccc1	-2.2	-5	9	64	0	-11	-13	-64	-22	2
Cc1ccc(NC(=O)CS(=O)CC(=O)N(c2ccc(C)cc2)C(C)C(=O)NC2CCCCC2)cc1 (stereo not drawn)	-0.3	·	32	23	4	13	-2	-23	·	9
